Screening results as filed in PubChem BioAssay.
p53 reactivator: qHTS assay for re-activators of p53 using a Luc reporter; H1299 p53-A138V BP100-luciferase reporter, luminescence, 24 h; Potency, µM (titrated, usually from 92.2 µM), for the others: top-dose activity change, positive = activation, actives largely listed as activators; 320,000 tested, 0.063% active; note: potency is the fitted concentration of half-maximal effect; % of control where 0% means no effect; nearly all actives have a fitted effect of over 45% in size
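H1299 (p53-null), stable ts p53-A138V + BP100-Luc; 1000 cells/well, Opti-MEM/10% FBS; cpd 4 pt, 1:5; 24 h, 37 deg C, 5% CO2; detection reagent 10 min RT; luminescence.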
Menin MLL FP TR: qHTS Assay for Inhibitors Targeting the Menin-MLL Interaction in MLL Related Leukemias: Competition With Texas Red Labeled MLL-derived Mutant Peptide | O00255 | Menin + Texas Red MLL mutant peptide, fluorescence polarization | Potency, µM (top dose mostly 61.6 µM), for the others: at the top dose FP activity change, negative = inhibition, most hits filed as inhibitors | 270,000 tested, 0.23% active | AID 1768, 2009; active = well fitted inhibition curve with a large enough effect in the polarisation, with a control signal flat, not every such curve was filed as active; inconclusive = small, poorly fitted or top-dose-only effect, or effect the other way, or a change in a side signal; inactive = no such curve, though single readings can be large or run the other way; the % refers to the polarisation; note: potency is the fitted concentration of half-maximal effect; % of control where 0% means no effect; many of its hits are not listed in these tables
NPC1 prom act: qHTS Assay for NPC1 Promoter Activators | Huh7 NPC1 promoter luciferase reporter, 24 h | Potency, µM (top dose mostly 9.22 µM), for inactives: top-dose activation, actives largely listed as activators | 320,000 tested, 2.4% active | AID 485313, 2010;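 note: potency is the fitted concentration of half-maximal effect; % of control where 0% means no effect; nearly all actives have a fitted effect of over 60% in size; reporter is driven by a mutant NPC1 promoter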
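Cells: Huh7 expressing luciferase under the NPC1 promoter, 1500/well. Seeded 2 h, compound added, incubated 24 h at 37 °C. Luciferase reagent, 10 min ambient, then luminescence.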
Giardia kill: Small Molecules that selectively kill Giardia lamblia: qHTS | Giardia lamblia trophozoite viability | activity change, % at 7.66 µM, hits read low | 340,000 tested, 0.15% active | AID 540267, 2011; in the data active = activity change below about -80%; inconclusive = between about -30% and that limit;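 note: parasites exposed to compound for two days anaerobically before the ATP read; % is set by controls: 0 for no effect and ±100 for the full control effect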
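Compounds were tested on trophozoites seeded at 100 cells/well and held 48 hrs at 37 deg C anaerobically. An ATP-based luminescent kit measured the remaining live cells.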
FLuc counter: qHTS profiling assay for firefly luciferase inhibitor/activator using purifed enzyme and Km concentrations of substrates (counterscreen for miR-21 project); Luciferin 4-monooxygenase (Photinus pyralis), P08659; purified FLuc, Km substrates, luminescence inhibition; Potency, µM (top dose mostly 57.5 µM), for inactives: top-dose activity change, negative = inhibition, most hits filed as inhibitors; 360,000 tested, 6.9% active; AID 588342, 2011;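 note: potency is the fitted concentration of half-maximal effect; plate controls were vehicle for no effect and reference inhibitor for full effect; nearly all actives have a fitted effect of over 55% in size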
Target sequence (P08659 whole entry, looked up): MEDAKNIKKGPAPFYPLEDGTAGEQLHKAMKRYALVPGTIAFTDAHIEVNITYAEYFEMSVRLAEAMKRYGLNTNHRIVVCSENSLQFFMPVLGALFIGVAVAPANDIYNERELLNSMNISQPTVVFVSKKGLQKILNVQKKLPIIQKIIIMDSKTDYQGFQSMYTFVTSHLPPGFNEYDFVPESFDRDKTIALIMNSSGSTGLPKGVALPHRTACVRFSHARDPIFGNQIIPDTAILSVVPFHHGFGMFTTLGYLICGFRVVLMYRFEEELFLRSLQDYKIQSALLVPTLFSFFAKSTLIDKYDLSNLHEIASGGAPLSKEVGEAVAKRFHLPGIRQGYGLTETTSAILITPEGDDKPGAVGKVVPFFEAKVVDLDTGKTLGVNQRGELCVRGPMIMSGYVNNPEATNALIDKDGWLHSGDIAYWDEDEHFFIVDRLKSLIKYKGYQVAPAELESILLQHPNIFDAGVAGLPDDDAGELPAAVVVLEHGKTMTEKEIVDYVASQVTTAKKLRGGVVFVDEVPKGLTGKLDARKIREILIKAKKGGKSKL
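Purified P. pyralis luciferase (10nM final) with 10uM D-luciferin and 10uM ATP (Km levels) in 50mM Tris acetate pH 7.5, 10mM Mg acetate, 0.01% Tween-20, 0.05% BSA; qHTS 6-point titration, ~60 µM downward; luminescence read.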
BRCA1 expr act: qHTS Assay to Identify Small Molecule Activators of BRCA1 Expression | MCF7-BRCA1-FFLuc reporter, luminescence, 48 h; response scale: scaled: vehicle 0%, 10 µM genistein 100% | Potency, µM (top dose mostly 46.1 µM), for the others: top-dose activation, most hits filed as activators | 380,000 tested, 1.1% active; note: potency is the fitted concentration of half-maximal effect; nearly all actives have a fitted effect of over 80% in size; some results filed as inactive show a strong effect at the top dose
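MCF7-BRCA1-FFLuc cells, 2000/well in phenol-red-free MEM, attached 2 h then treated 48 h at 37 C. Luciferase luminescence read 15 min after reagent; normalized to genistein maximum activation (10microM) and DMSO, concentration-response fitted.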
PKM2 activator: qHTS Assay for Activators of Human Muscle isoform 2 Pyruvate Kinase; 260,000 tested, 0.34% active; purified PKM2, Kinase-Glo ATP luminescence, activation; response scale: 0% is enzyme alone, no compound; Pyruvate kinase PKM (Homo sapiens), P14618; Potency, µM (doses to about 57.5 µM), for inactives: at the highest dose activation, most hits filed as activators; note: potency is the fitted concentration of half-maximal effect; % is set by controls: 0 for no effect and ±100 for the full control effect; nearly all actives have a fitted effect of over 55% in size
Target sequence (P14618 whole entry, looked up, canonical isoform): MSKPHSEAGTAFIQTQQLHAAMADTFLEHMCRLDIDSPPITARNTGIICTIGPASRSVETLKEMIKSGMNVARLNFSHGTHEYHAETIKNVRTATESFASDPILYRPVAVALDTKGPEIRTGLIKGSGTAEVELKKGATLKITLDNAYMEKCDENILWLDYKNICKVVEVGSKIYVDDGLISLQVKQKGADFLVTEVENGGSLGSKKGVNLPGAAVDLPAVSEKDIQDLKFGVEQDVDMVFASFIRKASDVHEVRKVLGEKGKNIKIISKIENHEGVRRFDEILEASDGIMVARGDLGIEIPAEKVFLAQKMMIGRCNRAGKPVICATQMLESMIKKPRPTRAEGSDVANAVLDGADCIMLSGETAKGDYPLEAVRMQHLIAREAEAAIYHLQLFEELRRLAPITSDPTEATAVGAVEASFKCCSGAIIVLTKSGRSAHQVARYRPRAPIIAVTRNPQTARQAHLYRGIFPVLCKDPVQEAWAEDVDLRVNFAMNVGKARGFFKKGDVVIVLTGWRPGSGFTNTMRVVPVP
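Purified hPK-M2 (>95% pure) converted ADP (0.1 mM final) to ATP with 0.5 mM PEP in 50 mM imidazole pH7.2, KCl, MgCl2, Tween 20, BSA; 1 h at room temperature. ATP detected by Kinase-Glo luminescence.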
Gal4-VP16 FLuc: VP16 counterscreen qHTS for inhibitors of ROR gamma transcriptional activity; Drosophila S2 Gal4-VP16 UAS-luciferase, luminescence, 20 h; Potency, µM (top dose mostly 53.6 µM), for inactives: at the highest dose activity, negative = inhibition, most hits filed as inhibitors; 310,000 tested, 3.5% active; AID 2546, 2010;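 note: Gal4-VP16 expression switched on by copper sulfate through the metallothionein promoter; potency is the fitted concentration of half-maximal effect; % is set by controls: 0 for no effect and ±100 for the full control effect; nearly all actives have a fitted effect of over 50% in size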
ELG1 genotoxic: qHTS screen for small molecules that induce genotoxicity in human embryonic kidney (HEK293T) cells expressing luciferase-tagged ELG1 | HEK293T ELG1-luciferase reporter, luminescence, 16 h | 330,000 tested, 1.3% active | Potency, µM (titrated, usually from 46 µM), for the others: at the highest dose activity change, positive = activation, usual class: activators; note: potency is the fitted concentration of half-maximal effect; % of control where 0% means no effect; nearly all actives have a fitted effect of over 60% in size
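DMSO vehicle served as control against compound-treated ELG1-luciferase HEK293T cells; exposure lasted 16 hr at 37 °C and 5% CO2, followed by ONE-Glo luminescence detection after 30 min.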
RORg inh: qHTS for inhibitors of ROR gamma transcriptional activity; Potency, µM (doses to about 53.6 µM), without a hit: at the top dose activity change, negative = inhibition, hits mostly inhibitors; 310,000 tested, 5.4% active; Nuclear receptor ROR-gamma (Mus musculus), P51450; Drosophila S2 Gal4-RORgamma UAS-luciferase reporter, 20 h; note: potency is the fitted concentration of half-maximal effect; % is set by controls: 0 for no effect and ±100 for the full control effect; nearly all actives have a fitted effect of over 60% in size
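Luminescence from a UAS-regulated Photinus luciferase reporter in stably transfected Drosophila Schneider cells is measured; decreased signal marks ROR gamma inhibition. Fusion expression is induced by 700 uM copper sulfate for 20 hr.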
Rab9 prom act: qHTS Assay for Rab9 Promoter Activators | Huh7 Rab9 promoter-luciferase reporter, luminescence, 24 h | 320,000 tested, 2.8% active | Potency, µM (titrated, usually from 9.22 µM), inactives show at the highest dose activation, negative = inhibition, actives largely listed as activators; note: potency is the fitted concentration of half-maximal effect; % of control where 0% means no effect; nearly all actives have a fitted effect of over 60% in size
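Quantitative HTS format; Huh7 Rab9-luciferase reporter cells (1500/well) receive compound 2 h post-plating, incubate 24 h at 37 °C, then get luciferase reagent for 10 min before luminescence reading.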
An asterisk follows results filed as active; u = inconclusive; x = no result given; [ ] = another dose, or the depositor's remark. Unless noted, calls come from the whole dose curve; as a rule, active = well fitted curve in the direction sought with a large enough effect; inconclusive = small, poorly fitted or top-dose-only effect, or another doubt; inactive = no such curve, though single readings can be large; an effect the other way counts as inactive or inconclusive. Not all compounds are listed. The share of hits here may be higher or lower than overall.

Results follow in this order: PKM2 activator | RORg inh | FLuc counter | BRCA1 expr act | Giardia kill | ELG1 genotoxic | p53 reactivator | Rab9 prom act | NPC1 prom act | Gal4-VP16 FLuc | Menin MLL FP TR
> COc1ccc(-c2nc(CS(=O)CC(=O)NCc3ccc(Cl)cc3)c(C)o2)cc1OC (configuration not stated)
 : -0.2% | -23.9% | 1.8% | -9.7% | 19.9 | 0.0% | -6.5% | -0.1% | -0.5% | 11.1% | 0.2%
> CCN(CC)S(=O)(=O)c1cccc(NC(=O)c2cc3ccccc3o2)c1
 : -1.1% | u | 12µM* | 0.7% | 5.1 | -3.9% | u | 9.1% | 0.1% | 3.2% | u
> CCCc1nc(SCC(=O)Nc2ccc(N3CCOCC3)cc2)c2ccccc2n1
 : 5.2% | u | 1.6% | -47.8% | -9.6 | 11.3% | 9.2% | -7.6% | -6.0% | -20.4% | 27.2%
> COc1cccc2c1OCC1COc3c(c(=O)n(C)c(=O)n3C)C21 (configuration not stated)
 : -3.2% | u | 8.6% | 4.4% | -1.7 | -1.4% | -1.6% | 2.1% | -1.5% | -0.6% | 14.8%
> O=C(NC(=O)c1ccccc1)Nc1ccccc1
 : x | -11.0% | u | 18.9% | -23.9 | u | 25.3% | 0.631µM* | 0.447µM* | u | u
> COc1ccc(C(CNC(=O)c2ccc(S(=O)(=O)Nc3ccccc3F)cc2)N(C)C)cc1 (configuration not stated)
 : 8.1% | -11.8% | -0.9% | 2.3% | -6.2 | -9.4% | 1.1% | -0.2% | 0.7% | 2.5% | x
> CCN(CC(=O)Nc1ccc(NC(C)=O)cc1)C(=O)CSCC(=O)Nc1ccc(C)cc1
 : x | x | -13.0% | -6.2% | 0.9 | 4.9% | 4.5% | -6.8% | -0.6% | x | x
> Cn1c(=O)oc2cc(S(=O)(=O)Nc3ccc(F)cc3)ccc21
 : x | 42.3% | -1.1% | 3.9% | 6.8 | -1.2% | 3.3% | -2.9% | -1.7% | -2.8% | 43.6%[activator]
> Cc1ccnc(NC(=O)CS(=O)(=O)c2ccccc2)c1
 : 0.5% | 22.5% | u | 34.0% | -8.4 | 18.4% | 19.5% | 12.8% | 0.5% | -6.4% | 2.9%
> Nc1nc(CCOc2ccc(F)cc2)cs1
 : -1.0% | 16.2% | u | u | 18.4 | u | u | u | 29.5% | u | 1.5%
> COc1ccc(S(=O)(=O)Nc2cc(C(C)C)c(O)cc2C)cc1
 : 22.2% | 15.8µM* | -0.2% | -17.6% | -11.7 | -2.5% | -3.0% | -0.3% | -2.9% | u | u
> CCCCn1c(N)c(-c2nc3ccccc3o2)c2c([N+](=O)[O-])nn(CC)c(=O)c21
 : 4.2% | -0.2% | -0.4% | 17.4% | 3.8 | 6.9% | 2.5% | -3.4% | -5.1% | -13.3% | 9.8%
> COc1ccc(Cl)cc1C(=O)NNC(=O)COC(=O)CC(NC(C)=O)c1ccccc1 (configuration not stated)
 : x | x | 1.1% | 4.4% | -7.3 | 1.1% | -1.6% | 1.9% | 2.9% | x | x
> Cc1ccc(/C=N/NC(=O)c2nnn(-c3nonc3N)c2CSc2ccc(Cl)cc2)cc1
 : 2.3% | -1.7% | 0.3% | -51.2% | 5.0 | 1.2% | 0.4% | -4.7% | -6.5% | 5.9% | u
> COc1cc(Cl)ccc1OCc1cc(C(=O)NCC(C)(C)N2CCOCC2)no1
 : -5.4% | 6.7% | 15.1µM* | 42.0% | -4.2 | 13.2% | u | 28.7% | 22.6% | -9.5% | 2.4%
> COc1ccc(C)cc1N(C(=O)Cn1nnc(-c2ccc(C)o2)n1)C(C(=O)NC1CCCC1)c1ccncc1 (configuration not stated)
 : x | 50.5% | 1.0% | -14.7% | -19.0 | 1.5% | -1.1% | -0.7% | -2.3% | 12.3% | x
> COc1cc(OC)c(N(C)S(=O)(=O)c2cccc(C(=O)NC(C)C3CC4CCC3C4)c2)cc1Cl (configuration not stated)
 : -2.3% | 4.3% | -0.4% | -0.3% | 2.9 | -1.7% | -0.8% | -2.7% | -0.2% | -0.3% | x
> O=C(CN1C(=O)CCS(=O)(=O)c2ccccc21)Nc1ccc(F)cc1
 : x | 6.7% | 1.9% | 18.4% | -12.7 | 2.5% | 4.2% | -1.0% | 1.9% | -3.9% | -1.6%
> CSc1nnc(C(C)(C)C)c(=O)n1/N=C/c1c(O)ccc2ccccc12
 : 2.1% | 10µM* | 5.8% | -32.0% | -8.8 | -4.3% | 8.5% | -4.8% | 1.1% | u | x
> Cc1ccc(/C=C2/Sc3ccc(C(=O)NCCN4CCOCC4)cc3NC2=O)cc1
 : x | -0.6% | u | -0.2% | 16.0 | 3.8% | 1.9% | 0.9% | -2.6% | 2.5% | x
> O=C1CC(c2ccc3c(c2)OCO3)c2cc3c(cc2N1)OCCO3 (configuration not stated)
 : -2.3% | 18.1% | 0.5% | -41.6% | 8.3 | 5.7% | -8.3% | 0.5% | 1.3% | -9.2% | -11.3%
> Cc1cc(C(=O)NC2CCCN(Cc3ccc(Cl)cc3)C2)no1 (configuration not stated)
 : 0.4% | -4.0% | 0.1% | -6.8% | -1.0 | -10.0% | 4.9% | 0.0% | -3.6% | -14.4% | -12.7%
> CCOc1ccccc1NS(=O)(=O)c1ccc2c(c1)N(C)CCO2
 : x | 33.1% | 0.3% | -15.1% | 31.1[activator] | -6.0% | 7.0% | -1.6% | -0.1% | -1.5% | x
> CCOc1ccc(NC(=O)CN(C)C(=O)c2ccc(COc3ccccc3)o2)cc1OCC
 : x | x | -1.5% | -0.3% | 8.0 | -1.5% | 3.8% | -3.0% | -1.6% | x | x
> Cc1cc(NC(=O)CCC(=O)N(Cc2ccccc2)C(C(=O)NC2CCCC2)c2ccco2)no1 (configuration not stated)
 : x | -3.8% | -0.5% | -18.6% | 12.8 | 2.1% | -5.0% | 0.6% | -1.4% | -3.2% | -10.9%
> O=C(O)CNC(=O)c1ccc(NC(=O)/C(=C/c2cccc([N+](=O)[O-])c2)NC(=O)c2ccco2)cc1
 : -0.7% | x | 5.3% | -31.2% | -26.5 | 0.0% | x | -2.1% | -0.1% | x | 11.6%
> Cc1ccc(CNC(=O)CS(=O)(=O)CC(=O)O)cc1
 : 1.3% | 6.2% | -2.0% | 0.0% | 21.0 | -1.4% | -3.9% | 4.8% | 0.5% | -2.3% | -0.3%
> COc1ccc(C(=O)NC(C)c2nnc(SCC(=O)NC3CCCCC3)n2C)cc1 (configuration not stated)
 : x | 0.7% | -0.3% | -8.1% | 1.8 | 3.7% | -2.5% | 0.6% | -5.2% | 2.5% | x
> CCc1cccc2c(C(=O)COC(=O)c3nn(C)c(=O)c4ccccc34)c[nH]c12
 : -5.3% | 1.6% | 13.5µM* | 21.6% | -3.3 | -19.2% | -2.1% | -1.0% | -1.9% | 0.7% | 8.1%
> CSc1ccc(CNCCCN(C)C)cc1
 : -0.8% | 23.5% | 1.1% | -37.8% | 38.4[activator] | 0.1% | -0.4% | -1.8% | 2.8% | -2.6% | -14.5%
> CCOc1ccc(-c2n[nH]c(=S)n2Cc2ccccc2)cc1
 : -5.2%[11.5 µM] | 6.31µM* | 2.3% | -6.1% | -1.3 | 0.2% | -27.0% | -0.1% | -4.9% | 5.62µM* | 2.9%
> Fc1ccc(-n2c(Cn3nnc4ccccc43)n[nH]c2=S)cc1
 : -12.2% | u | 0.0% | -1.0% | 5.0 | 4.4% | 15.9% | -7.4% | -2.3% | -8.5% | 11.5%
> CC1CCC(NC(=S)NCCN(C)C)CC1 (configuration not stated)
 : -10.5% | -11.2% | -3.8% | 58.3% | -20.2 | 12.3% | -3.9% | 25.2% | 6.8% | -16.7% | -7.1%
> CCOC(=O)c1cc2c(=O)n3ccccc3nc2n(CCCOC)c1=NC(C)=O
 : -2.8% | -8.6% | -0.5% | -4.6% | 10.1 | 2.2% | 1.1% | -0.2% | 1.4% | -0.5% | -6.1%
